From PubChem
14-3-3 Bad inh = inhibitors of 14-3-3 zeta/Bad binding, primary screen, biochemical, TR-FRET, bovine 14-3-3 zeta. 14-3-3 protein zeta/delta (Bos taurus), P63103. TR-FRET 14-3-3zeta/Dy647-pBad peptide displacement, 1 h. 0.71% of 220,000 active. inhibition, % at 21.7 µM;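 active means inhibition above about 70%, limit read from the data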;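 further: 0% = full 14-3-3 plus peptide FRET controls and 100% = background without 14-3-3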
EP2 mod = EP2 receptor modulators, cAMP readout, primary screen, cell-based, HTRF cAMP, PGE2 stimulation. Prostaglandin E2 receptor EP2 subtype (Homo sapiens), P43116. EP2-expressing cells, cAMP HTRF FRET, PGE2 co-stimulation. induction, % at 25 µM. 0.83% of 260,000 active. AID 940, 2007;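 active means compounds whose cAMP rise, as percent of the full-agonist control response, exceeds 60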;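 further: rat C6 glioma line stably carrying human EP2 under a CMV promoter; the protocol text gives 20 µM as final concentration; 100% = response of wells given 1 µM PGE2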
Rad51 HR inh = human RAD51 strand exchange inhibitors, primary screen, biochemical, fluorescence; DNA repair protein RAD51 homolog 1 (Homo sapiens), Q06609; hRad51 DNA strand exchange, fluorescence dequenching; inhibition, % at 10 µM; 0.085% of 200,000 active; AID 1385, 2008;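 active means inhibition above 40% at the single screening dose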;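 further: 0% = DMSO control wells and 100% = blanks with heterologous ssDNA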
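Material: human Rad51–ssDNA filaments; Probe or stimulus: labelled 47-mer dsDNA for strand exchange; Doses: single 10 µM dose; Incubation: 37 °C 15-min filament assembly, 30-min compound preincubation, 15-min exchange; Technique: FRET fluorescence dequenching, excitation 485 nm, emission 520 nm; Measure: Fluorescence-based percent inhibition, control- and blank-normalised; Benchmarks: plate control and blank wells.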
zVAD death inh = inhibitors of zVAD-triggered necroptosis, primary screen, L929 cells. L929 zVAD necroptosis rescue, ATP luminescence, 24 h; with zVAD 60 µM. viability rescue, % at 10 µM. 0.38% of 220,000 active. AID 1377, 2008;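 active means activation, scaled between plate controls, above about 75%, limit read from the data; inactive means activation under that limit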;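 further: 0% = zVAD with DMSO and 100% = DMSO alone without zVAD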
Hck Nef HTS = inhibitors of Nef-activated human Hck kinase, primary screen, biochemical, Z-Lyte FRET, 384-well, Hck-YEEI; 0.68% of 220,000 active; Recombinant Hck-YEEI plus Nef, Z-Lyte FRET kinase assay; inhibition, % at 20 µM; AID 463187, 2010; Tyrosine-protein kinase HCK (Homo sapiens), P08631;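 active means Hck-Nef kinase inhibition above about 50%, limit read from the data; inactive means inhibition below that limit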;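 further: 0% = DMSO with Hck plus Nef and 100% = Hck alone without Nef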
Target sequence (P08631 whole entry, looked up): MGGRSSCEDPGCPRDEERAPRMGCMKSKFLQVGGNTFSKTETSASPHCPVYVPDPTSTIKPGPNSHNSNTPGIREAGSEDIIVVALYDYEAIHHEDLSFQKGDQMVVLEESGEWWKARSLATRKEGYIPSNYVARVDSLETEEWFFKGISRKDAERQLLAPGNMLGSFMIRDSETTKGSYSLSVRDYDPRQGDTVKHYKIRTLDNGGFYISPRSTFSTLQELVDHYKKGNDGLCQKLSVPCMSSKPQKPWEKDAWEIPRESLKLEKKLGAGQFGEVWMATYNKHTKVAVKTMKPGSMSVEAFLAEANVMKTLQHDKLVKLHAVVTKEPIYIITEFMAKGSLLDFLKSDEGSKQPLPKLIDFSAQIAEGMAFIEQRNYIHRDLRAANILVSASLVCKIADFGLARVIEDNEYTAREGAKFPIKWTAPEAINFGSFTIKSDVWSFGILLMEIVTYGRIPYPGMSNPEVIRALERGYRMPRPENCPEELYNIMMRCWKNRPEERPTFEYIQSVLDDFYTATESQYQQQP
Calpain2 inh = inhibitors of pig calpain II, primary screen, biochemical, fluorogenic peptide substrate, 1536-well; purified calpain II, 30 min; inhibition, % at 16 µM; 0.37% of 220,000 active; AID 1236, 2008;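 active means inhibition above about 50%, limit read from the data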
eIF4E-4G inh = eIF4E–eIF4G protein interaction inhibitors, primary screen, biochemical, uHTS, TR-FRET, eIF4GI fragment; inhibition, % at 21.7 µM; TR-FRET eIF4E-eIF4GI(517-606) binding, 2 h; 0.37% of 220,000 active;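 active means inhibition above about 30%, limit read from the data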;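 further: 0% = full FRET control wells and 100% = background wells lacking eIF4GI fragment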
EP2 antag = human EP2 receptor antagonists, primary screen, TR-FRET cAMP, C6 glioma cells. Prostaglandin E2 receptor EP2 subtype (Homo sapiens), P43116. C6 glioma cells expressing human EP2; cells stimulated with saturating PGE2. inhibition, % at 25 µM. 0.52% of 260,000 active. AID 1422, 2008;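 active means percent inhibition above 40 after rounding to a whole number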;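 further: rat C6 glioma host cells with rolipram phosphodiesterase inhibitor present; the protocol text gives 20 µM as final concentration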
Tb hexokinase = Trypanosoma brucei hexokinase 1 inhibitors, primary screen, biochemical, G6PDH-coupled NADH absorbance, MLSCN library. recombinant TbHK1, G6PDH-coupled NADH A340. inhibition, % at 10 µM. 0.11% of 220,000 active. AID 1430, 2008;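 active means inhibition of 50% or more in the single-dose primary screen; inactive means inhibition below 50%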
The depositor's hits bear a star; i = inactive; x = no result given; [ ] = remark or other dose. The list is partial; the hit share may differ from the screen's.

1. N#Cc1ccsc1NC(=O)c1ccccn1
2. O=C1C2C3c4ccccc4C(c4ccccc43)[C@@H]2C(=O)N1c1cccnc1 (stereo not given in full)
3. N#Cc1nc(-c2cccc3ccccc23)oc1N1CCCCC1
4. O=[N+]([O-])c1ccc(-c2cn(-c3ccc(Cl)cc3)c(=S)[nH]2)cc1
5. O=c1sc2ccccc2c(N2CCCCC2)c1[N+](=O)[O-]
6. COc1ccc(CCNc2nc(-c3ccncc3)cs2)cc1OC
7. Cc1nn(Cc2c(Cl)cccc2Cl)c(C)c1NC(=O)c1cn(-c2ccccc2)nc1-c1ccccc1
8. CCOC(=O)CCCNC(=O)c1cncc(Br)c1

assay / compound	1	2	3	4	5	6	7	8
14-3-3 Bad inh	-20	-4	-4	26[fluorescence artefact?]	-1	1	19	-12[fluorescence artefact?]
EP2 mod	2	6	24	3	10	-64	4	-3
Rad51 HR inh	-3	7	x	-2	x	x	x	-2
zVAD death inh	1.7	0.2	0.1	0.4	-0.9	0.3	1.3	0.1
Hck Nef HTS	1	2	3	4	23	21	2	0
Calpain2 inh	-3	1	-138	33	6	8	17	13
eIF4E-4G inh	-4	5	1	6[fluorescence artefact?]	2	-7	-37	-4
EP2 antag	7	2	x	7	1	3	x	9
Tb hexokinase	-15	3	0	14	-7	-12	-4	7

Ordered by value in Calpain2 inh (falling): three of the compounds above
entry	SMILES	Calpain2 inh
8	CCOC(=O)CCCNC(=O)c1cncc(Br)c1	13
6	COc1ccc(CCNc2nc(-c3ccncc3)cs2)cc1OC	8
2	O=C1C2C3c4ccccc4C(c4ccccc43)[C@@H]2C(=O)N1c1cccnc1 (stereo not given in full)	1

(continued)
9. COC(=O)N/N=C/c1ccc(-c2ccccc2Cl)o1
10. NC(=O)c1c(NC(=O)c2ccco2)sc2c1CCC2
11. CCN(CC)C(=O)CN(Cc1ccccc1)S(=O)(=O)c1ccc(F)cc1
12. O=C1S/C(=C\c2ccccc2)C(=O)N1CC(O)Cn1c2ccccc2c2ccccc21 (stereo not given)
13. CC(CCc1ccccc1)NC(=O)COC(=O)c1cc(NS(=O)(=O)c2ccc(Cl)c([N+](=O)[O-])c2)ccc1O (stereo not given)
14. CCCNC(=O)COC(=O)c1ccc(-c2ccccc2)cc1
15. COc1ccc(CCNC(=O)c2ccc([N+](=O)[O-])cc2)cc1
16. O=C1OC(Nc2nccs2)c2ccccc21 (stereo not given)

assay / compound	9	10	11	12	13	14	15	16
14-3-3 Bad inh	-1	-6	3	3	11	-15	-3	x
EP2 mod	-15	-34	18	24	-58	-41	-44	x
Rad51 HR inh	x	1	7	-1	x	-21	-1	-2
zVAD death inh	2.1	72	-0.3	0.0	0.3	2.2	0.9	0.0
Hck Nef HTS	21	7	0	-1	2	22	0	-1
Calpain2 inh	-1	-40	11	-77	-20	-8	6	x
eIF4E-4G inh	-2	2	-1	-4	-7	8	1	x
EP2 antag	1	18	7	9	7	-1	13	13
Tb hexokinase	-71	-29	2	-16	5	1	7	4

Profiles as entered above. Order of values: 14-3-3 Bad inh	EP2 mod	Rad51 HR inh	zVAD death inh	Hck Nef HTS	Calpain2 inh	eIF4E-4G inh	EP2 antag	Tb hexokinase
O=C1S/C(=C\c2ccccc2)C(=O)N1CC(O)Cn1c2ccccc2c2ccccc21 (stereo not given) across the screens: 3	24	-1	0.0	-1	-77	-4	9	-16
COC(=O)N/N=C/c1ccc(-c2ccccc2Cl)o1 across the screens: -1	-15	x	2.1	21	-1	-2	1	-71
NC(=O)c1c(NC(=O)c2ccco2)sc2c1CCC2 across the screens: -6	-34	1	72	7	-40	2	18	-29
COc1ccc(CCNC(=O)c2ccc([N+](=O)[O-])cc2)cc1 across the screens: -3	-44	-1	0.9	0	6	1	13	7

(list continues)
17. CCOC(=O)CSC1=Nc2ccccc2C2=NC(CC(=O)NCc3cccs3)C(=O)N12 (stereo not given)
18. COc1ccc(NC(=S)N(Cc2ccc(C)cc2)Cc2ccccn2)cc1
19. CCN(CC)C(=S)Nc1cc(C(=O)OC)ccc1C(=O)OC
20. CC(C)(C)N(Cc1ccccc1)C(=O)COC(=O)CCc1c[nH]c2ccccc12
21. CCOC(=O)C1=C(C(F)(F)F)Nc2ncnn2C1c1ccc(OC)cc1OC (stereo not given)
22. O=C(COC(=O)Cc1ccccc1F)Nc1ccc(Cl)cn1
23. Cc1cc2ccccn2c1C(=O)c1cccc(S(=O)(=O)N2CCOCC2)c1
24. COc1ccc(C2Nc3ccccc3C(=O)N2NS(C)(=O)=O)cc1OC (stereo not given)
25. Cc1ccc(C2CC(c3ccc(Cl)cc3)n3nc(N)nc3N2)cc1 (stereo not given)
26. CC1CN(c2ccc(Oc3ccccc3)cc2)c2nc3c(c(=O)n(CC(N)=O)c(=O)n3C)n2C1 (stereo not given)
27. CCOc1cccc2cc(C(=O)NCc3cccnc3)c(=O)oc12

assay / compound	17	18	19	20	21	22	23	24	25	26	27
14-3-3 Bad inh	12	-17	-12[fluorescence artefact?]	0[fluorescence artefact?]	-30	-18	-20	1	-18	0	-3
EP2 mod	11	24	41	-18	25	2	-93	6	-10	8	-14
Rad51 HR inh	-7	-6	3	7	2	4	4	5	-1	1	-2
zVAD death inh	1.2	-0.3	0.1	0.4	0.0	0.9	1.3	0.8	1.4	-0.4	0.1
Hck Nef HTS	0	22	4	1	4	-5	1	26	0	29	-1
Calpain2 inh	-29	-3	-7	20	-5	-2	-5	i	18	-11	-37
eIF4E-4G inh	7	2	2	1	3	1	6	0	-7	95*	-1
EP2 antag	6	4	9	5	2	2	7	7	7	6	12
Tb hexokinase	-3	-6	-5	0	-12	-2	-2	-4	0	-20	-12
